# CendR NRP1 mod: modulators of CendR peptide binding to human neuropilin-1; inhibition, % at 25 µM; AID 602438; hit rate 0.85% among 360,000; FAM-RPARPAR peptide binding to NRP-1, fluorescence polarization; O14786;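 active = inhibition or corrected inhibition above about 18%, plus a signal ratio from 0.5 to 1.5, limit read from the data, passing the limit was not always enough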; note: strong numbers were not always called active
# eLon inh: inhibitors of E. coli Lon protease. P0A9M0. purified E. coli Lon protease, fluorescence polarization. inhibition, % at 7.94 µM. hit rate 0.42% among 360,000; in the data active = inhibition above about 13%, passing the limit was not always enough;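 note: 0% = enzyme with probe and DMSO and 100% = no enzyme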
# Neddyl block: cullin neddylation inhibition; P61081+Q13564; TR-FRET cullin neddylation, biochemical; calls only at 25 µM; hit rate 0.58% among 360,000; in the data active = inhibition above about 36%
# SKN-1 inh: inhibitors of C. elegans SKN-1 | inhibition, % at 21.8 µM | hit rate 0.49% among 360,000 | AID 624304 | C. elegans VP596 Pgst-4::GFP/RFP ratio, acrylamide-induced, 24 h;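 active = interference check ratio from 0.5 to 1.5 plus GFP to RFP signal ratio inhibition reaching or exceeding a fixed threshold, cut at about 30% in these data, passing the limit was not always enough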; note: some compounds called inactive have numbers as strong as hits
# MsrA inh: bovine MsrA inhibition | purified bovine MsrA, absorbance read-out | inhibition, % at 15.5 µM | hit rate 0.75% among 360,000 | AID 651718; in the data active = inhibition above about 4.5%;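 note: 0% = vehicle wells with enzyme and 100% = reference inhibitor wells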
# bovine MsrA act: activators of bovine methionine sulfoxide reductase A. AID 602163. purified bovine MsrA, absorbance read-out. hit rate 0.3% among 360,000. activation, % at 10.6 µM; in the data active = activation above about 7.5%;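 note: 0% = vehicle and 100% = reference activator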
# Rin1 Abl inh: inhibitors of human Rin1-Abl protein interaction | P00519+Q13671 | TR-FRET Rin1/Abl binding, biochemical | inhibition, % at 7.35 µM | AID 588664 | hit rate 0.4% among 360,000; in the data active = inhibition above about 5%, passing the limit was not always enough
# Target sequence (P00519 whole entry, looked up): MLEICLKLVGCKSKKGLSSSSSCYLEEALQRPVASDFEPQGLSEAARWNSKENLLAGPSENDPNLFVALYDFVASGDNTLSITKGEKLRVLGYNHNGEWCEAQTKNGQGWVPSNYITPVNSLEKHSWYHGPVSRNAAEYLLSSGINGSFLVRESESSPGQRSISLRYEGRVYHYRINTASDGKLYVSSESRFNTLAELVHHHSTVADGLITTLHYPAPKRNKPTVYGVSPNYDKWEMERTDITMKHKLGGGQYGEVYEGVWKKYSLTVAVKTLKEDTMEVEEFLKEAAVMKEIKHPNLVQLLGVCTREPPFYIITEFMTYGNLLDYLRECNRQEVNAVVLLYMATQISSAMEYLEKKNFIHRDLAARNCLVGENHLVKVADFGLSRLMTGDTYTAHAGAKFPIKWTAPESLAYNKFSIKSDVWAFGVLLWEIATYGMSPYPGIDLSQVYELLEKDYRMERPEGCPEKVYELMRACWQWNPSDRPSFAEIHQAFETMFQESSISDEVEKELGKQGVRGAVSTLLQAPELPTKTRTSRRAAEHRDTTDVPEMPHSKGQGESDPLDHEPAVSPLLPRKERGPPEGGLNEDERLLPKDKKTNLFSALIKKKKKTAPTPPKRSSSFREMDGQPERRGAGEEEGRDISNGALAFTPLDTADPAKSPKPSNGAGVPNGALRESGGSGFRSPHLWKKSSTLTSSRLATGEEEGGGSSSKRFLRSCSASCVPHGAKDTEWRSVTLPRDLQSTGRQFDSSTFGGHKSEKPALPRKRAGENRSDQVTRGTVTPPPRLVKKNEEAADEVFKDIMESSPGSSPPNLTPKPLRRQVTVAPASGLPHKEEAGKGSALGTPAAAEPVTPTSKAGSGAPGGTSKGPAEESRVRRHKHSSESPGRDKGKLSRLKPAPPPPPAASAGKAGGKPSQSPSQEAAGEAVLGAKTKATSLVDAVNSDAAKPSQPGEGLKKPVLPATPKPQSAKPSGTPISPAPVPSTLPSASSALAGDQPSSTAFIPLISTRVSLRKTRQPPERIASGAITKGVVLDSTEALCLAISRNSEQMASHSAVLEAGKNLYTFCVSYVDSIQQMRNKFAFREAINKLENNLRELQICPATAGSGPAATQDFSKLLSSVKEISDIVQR
# Target sequence (Q13671 whole entry, looked up): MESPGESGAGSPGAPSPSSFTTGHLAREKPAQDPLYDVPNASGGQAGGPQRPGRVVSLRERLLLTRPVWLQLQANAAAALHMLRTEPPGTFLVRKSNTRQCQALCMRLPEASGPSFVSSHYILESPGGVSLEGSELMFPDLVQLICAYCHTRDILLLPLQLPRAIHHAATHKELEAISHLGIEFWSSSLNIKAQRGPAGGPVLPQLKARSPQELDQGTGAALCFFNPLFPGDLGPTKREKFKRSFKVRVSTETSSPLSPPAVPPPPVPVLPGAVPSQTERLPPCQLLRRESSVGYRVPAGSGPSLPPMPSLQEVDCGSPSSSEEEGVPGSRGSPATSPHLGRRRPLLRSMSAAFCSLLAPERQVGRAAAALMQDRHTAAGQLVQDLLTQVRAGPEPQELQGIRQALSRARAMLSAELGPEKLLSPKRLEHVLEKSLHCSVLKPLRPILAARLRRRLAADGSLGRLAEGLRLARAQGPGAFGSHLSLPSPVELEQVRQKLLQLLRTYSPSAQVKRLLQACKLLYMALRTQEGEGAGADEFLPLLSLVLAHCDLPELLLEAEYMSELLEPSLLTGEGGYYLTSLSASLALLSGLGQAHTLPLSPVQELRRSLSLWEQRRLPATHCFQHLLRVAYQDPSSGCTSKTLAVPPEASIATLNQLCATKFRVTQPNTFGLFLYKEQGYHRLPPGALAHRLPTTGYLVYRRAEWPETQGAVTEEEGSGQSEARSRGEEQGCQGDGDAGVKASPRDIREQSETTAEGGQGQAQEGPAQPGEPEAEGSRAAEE
# FAS TE block: blocks the thioesterase domain of human fatty acid synthase | P49327 | recombinant FAS-TE, OMFH fluorogenic substrate, fluorescence endpoint | inhibition, % at 15 µM | hit rate 0.67% among 360,000 | AID 602261;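 active = compounds whose normalised, plate-corrected inhibition of enzyme fluorescence in the single-dose primary screen is 50% or more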;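 note: 0% = DMSO with enzyme and 100% = substrate without enzyme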
# MT1-MMP act inh: blocks activation of human MT1-MMP; HT1080 RFP-PRO-GFP cells, GFP/RFP ratio fluorescence, overnight; percent of plate control window, DMSO zero; GFP/RFP ratio change, % at 20 µM; hit rate 0.061% among 360,000;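 active = GFP/RFP ratio change of at least 30% with cell ATP level not reduced by more than half and red fluorescence within 50% of control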; note: strong numbers were not always called active
#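 Assay system: HT1080 RFP-PRO-GFP cells. Benchmarks: DMSO vehicle wells and RFP-L50D-GFP reporter cell wells. Times: overnight cell settling, then overnight compound exposure, 37 °C, 5% CO2. Compound: 20 µM single dose, 1% DMSO. Read-out basis: GFP/RFP fluorescence ratio.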
# * = called active by the depositor; i = inactive; · = not tested or not shown. This is a random part of the collection; 4.2% or so of the library scored in one or more.
SMILES,CendR NRP1 mod,eLon inh,Neddyl block,SKN-1 inh,MsrA inh,bovine MsrA act,Rin1 Abl inh,FAS TE block,MT1-MMP act inh
Cc1c2cnn(CC(=O)NCCCN3CC(C)CC(C)C3)c(=O)c2c(C)n1Cc1ccc(Cl)cc1 (stereo not drawn),6,-1,i,-13,-0.8,-12,3,-2,·
COc1ccc2[nH]c(=O)c(CNc3ccccc3C)cc2c1,-25,-4,i,-9,0.6,-3,-5,0,-5
Oc1ccc2ccccc2c1C1Nc2cccc3cccc(c23)N1,-2,-8,i,12,·,-2,2,42,2
Cc1ccc(CNCCC2=CCCCC2)cc1,-11,-1,i,-19,-0.7,-11,1,-5,0
O=C(CCn1c(SCC(=O)c2ccccc2)nc2ccccc2c1=O)NCc1ccc(F)cc1,3,-3,i,20,-0.3,-7,1,-8,4
COC(=O)CNC(=O)CNC(=O)Nc1ccccc1,3,-5,i,-6,0.0,-2,-3,-7,3
COc1cc(C(C)=O)ccc1Oc1ncnc2c1cnn2-c1ccc(F)cc1,-14,-2,i,2,1.2,-2,-1,-14,-6
COc1ccccc1C(=O)NC(=O)COC(=O)C1CC1C (stereo not drawn),8,-3,i,7,1.1,-3,-7,-3,0
CCOc1ccc(C(=O)N/N=C/c2cccc3cccnc23)cc1,6,-1,i,7,1.9,-1,-2,3,2
O=C(Oc1ccccc1C(=O)Nc1ccccc1)c1ccccc1Br,11,0,i,3,-0.2,-10,-5,24,6
COC(=O)c1cc(OC)c(OC)cc1NC(=O)c1c(-c2ccccc2Cl)noc1C,-12,-11,i,-37,-0.6,-2,0,22,-1
CC(C=CC(O)=C1C(=O)CNC1=O)=C[C@@H](C)C1OC2(C)OC(C(=O)C3O[C@@]32C)C1C (stereo partly drawn),-9,5,i,13,0.1,-4,·,-12,1
N=C1C(=O)OCC1c1cc(Cl)ccc1NC(=O)Nc1ccccc1 (stereo not drawn),39*,-3,i,2,1.1,3,4,1,4
c1ccc(Cn2cc(-c3ccccc3)cn2)cc1,-9,5,i,31,0.0,-2,-1,1,4
O=C(NC1CCN(C(=O)Nc2ccccc2Cl)CC1)c1ccccc1,-1,12,i,-5,0.5,-5,-1,-11,6
CC1CN(C(=O)c2c(Br)cnn2C)CC(C)O1 (stereo not drawn),10,9,i,8,0.1,2,2,-9,-1
C=CCOc1ccc(/C=C/C(=O)OCC(=O)NCC2CCCO2)cc1 (stereo not drawn),0,-3,i,-11,4.3,-2,-3,-4,6
Cc1nc(NC(=O)c2cc(-n3cnnc3)ccc2Cl)ccc1Br,-4,3,i,18,-0.5,-1,-3,4,1
Cc1nc(C(F)(F)F)ccc1C(=O)Nc1ccccc1N1CCOCC1,10,-3,i,4,-1.9,1,-1,-6,-1
O=C(CCN1C(=O)/C(=C/c2ccc(F)cc2)SC1=S)Nc1cccnc1,-1,10,i,-2,-0.5,-2,2,2,6
O=C1COc2cc(ccc2[N+](=O)[O-])Oc2ccc(cc2Cl)C(=O)CCCCO1,7,-7,i,7,5.2*,-6,1,16,-5
CCOc1ccc(N2C(=O)CC(NCCNc3ccc(C(=O)c4cccs4)cc3)C2=O)cc1 (stereo not drawn),-11,-6,i,-11,0.4,-4,-6,10,-1
CCN(CC)c1ccc(NC(=S)NC(=O)Cc2ccccc2)cc1,-1,5,i,-4,1.4,-7,-3,12,-1
Cc1ccc2nc(C)c(C(=O)N/N=C/c3cccs3)n2c1,-3,-2,i,-6,3.2,-7,1,-2,0
COc1ccccc1Cn1c(C)c(C(=O)NCc2ccc(C#N)cc2)sc1=O,6,-1,i,8,-1.3,1,-1,12,5
# (listing goes on)
SMILES,CendR NRP1 mod,eLon inh,Neddyl block,SKN-1 inh,MsrA inh,bovine MsrA act,Rin1 Abl inh,FAS TE block,MT1-MMP act inh
Cc1ccc(NC(=O)C2CCN(S(C)(=O)=O)CC2)cc1Cl,3,-9,i,-15,-0.1,-2,4,-2,·
CCc1ccc(-c2cc(C(=O)O)c3ccccc3n2)s1,0,2,·,4,3.7,-5,-1,-2,0
O=C(Cc1n[nH]c(=O)c2ccccc12)N/N=C/c1cc2c(cc1Cl)OCO2,6,-1,i,10,1.3,-2,-4,-2,1
O=Cc1cccc(OCc2cn(CC(=O)c3ccc(O)cc3)nn2)c1,-20,-2,i,5,2.5,-4,0,-8,4
O=C(CCC(=O)NNC(=O)c1ccc([N+](=O)[O-])cc1)NCc1ccccc1,0,3,i,4,-0.1,-2,6,4,2
CC1CCN(C(=O)c2cc(Cl)ccc2NC(=O)c2ccco2)CC1,4,2,i,17,2.9,5,3,1,-1
CCCOc1ccc(C2c3c(oc4ccccc4c3=O)C(=O)N2CCN(CC)CC)cc1OC (stereo not drawn),6,-4,i,3,0.0,-2,-3,-2,-1
O=C(Nc1ccccc1)Nc1nc(-c2ccc(Cl)cc2)cs1,6,10,i,14,3.3,-4,1,-12,-1
CCn1c(SCC(=O)NCCOc2ccccc2)nc2ccccc2c1=O,-8,-2,i,-3,0.3,-2,0,2,-1
CCCCN(CC)C(=O)Cc1c(C(=O)O)[nH]c2ccc(Cl)cc12,-1,-9,i,-7,0.2,-9,-1,1,1
CCCCN(C)C(=O)c1c[nH]c2ccc(S(=O)(=O)N3CCOCC3)cc2c1=O,1,-5,i,-4,1.2,1,4,-7,-1
COc1ccc(C)cc1S(=O)(=O)NCC(c1ccc2c(c1)OCO2)N1CCN(C)CC1 (stereo not drawn),-8,3,i,0,-0.5,-4,1,-1,1
Cc1ccc(C2(SCC(N)C(=O)O)c3ccccc3-c3ccccc32)cc1 (stereo not drawn),-12,-2,i,1,0.0,-1,-1,5,2
Cc1ccc2sc(N(CCCN(C)C)C(=O)c3nc4ccccc4s3)nc2c1C,1,1,·,2,-0.2,-1,0,-4,-3
Cc1ccc2oc(=O)c3cnn(CC(=O)N(Cc4ccco4)C4CCCCC4)c3c2c1,-15,-8,i,4,-0.1,-2,5,29,5
Cc1ccc(C(=O)NNC(=O)CCC(=O)NCc2ccccc2)cc1Br,-4,11,i,-10,-0.1,-1,-2,-4,1
COc1ccc2oc(=O)c(NC(=O)C3CCCCC3)cc2c1,8,0,i,-5,0.6,-2,-2,-2,2
OC(c1ccccc1)C(Nc1ccccn1)c1ccccc1 (stereo not drawn),8,7,i,-10,1.0,-4,2,-6,1
CN(C)C(=O)c1ccc(NC(=O)CN2CCc3cc4c(cc3C2)OCCCO4)cc1,-5,-8,i,16,-0.3,0,2,-11,1
CC1(C)CC(NC(=O)c2cc(S(=O)(=O)N3CCCCC3)ccc2Cl)CC(C)(C)N1,7,-4,i,3,0.4,-2,3,-4,0
O=C(CSc1n[nH]c(-c2ccco2)n1)Nc1ccccc1F,-3,-5,i,16,0.9,-3,1,-11,-1
COc1ccccc1CC(=O)Nc1ccc(-c2noc(COc3ccc(Cl)c(C)c3)n2)cc1,2,7,i,11,0.4,-1,-5,7,6
Cc1ccccc1NC1=C(Cl)C(=O)N(C2CCCCC2)C1=O,6,2,i,-3,-1.2,-8,0,12,-3
COc1cccc(NC(=O)c2oc3ccc(S(=O)(=O)N4CCOCC4)cc3c2C)c1,12,-10,i,4,1.1,-4,1,6,5
CC(C)c1nc(C(=O)N2CCCC(N3CCN(c4cccc(Cl)c4)CC3)C2)cs1 (stereo not drawn),2,-9,i,14,0.7,-1,2,3,7

# Only CendR NRP1 mod, for three of the compounds above:
structure	CendR NRP1 mod
CC1(C)CC(NC(=O)c2cc(S(=O)(=O)N3CCCCC3)ccc2Cl)CC(C)(C)N1	7
O=C(CSc1n[nH]c(-c2ccco2)n1)Nc1ccccc1F	-3
COc1ccccc1CC(=O)Nc1ccc(-c2noc(COc3ccc(Cl)c(C)c3)n2)cc1	2

# New compounds follow
SMILES,CendR NRP1 mod,eLon inh,Neddyl block,SKN-1 inh,MsrA inh,bovine MsrA act,Rin1 Abl inh,FAS TE block,MT1-MMP act inh
COC(c1ccccc1)c1nnc(CCC(=O)N(C)CCc2ccccc2)o1 (stereo not drawn),-12,-4,i,-6,-0.8,-2,1,-1,-1
Cc1ccccc1NC(=O)Nc1cc(S(N)(=O)=O)ccc1C,10,-2,i,6,-0.4,2,3,-4,2
CC(=O)Nc1cccc(NC(=O)C(=O)Nc2ccc3c(c2)N(C(=O)C2CC2)CCC3)c1,8,6,i,-1,0.1,-2,2,-4,3
COc1ccc([N+](=O)[O-])cc1NC(=O)C(C)N1CCCC1 (stereo not drawn),9,7,i,-4,0.4,-2,3,2,0
OC(c1ccc(Cl)c(Cl)c1)c1ncc(-c2ccc(C(F)(F)F)cc2)[nH]1 (stereo not drawn),18,5,i,13,0.9,-1,-2,39,4
COC(=O)Nc1nncs1,-4,8,i,-5,-0.4,-8,2,-2,3
Cc1ccc(CS(=O)(=O)CCC(=O)NCCc2ccccc2)cc1,2,3,i,5,0.2,-1,-1,0,1
COC(=O)c1[nH]c2cc(OC)ccc2c1N=CN(C)C,-6,1,i,-9,1.3,-5,-3,-9,3
O=C1c2ccccc2C(c2nnnn2Cc2ccccc2)N1C1CC1 (stereo not drawn),12,-1,i,21,-0.7,-3,·,-10,3
COc1ccccc1/C=N/NC(=O)c1cc2c(OC)c(OC)ccc2[nH]1,1,-3,i,6,4.4,-4,2,1,1
COc1ccc2[nH]c(C(=O)N3CCC(n4nccc4NC(=O)C4CC4)CC3)c(C)c2c1,11,1,i,-2,0.8,-1,-1,-2,2
CCCNC(=O)CCc1cc(C(C)(C)C)c(O)c(C(C)(C)C)c1,2,-5,i,8,-1.4,-4,0,-3,-2
CC(C)(C)OC(=O)C[C@@H]1C/C=C\C[C@H](CC(=O)N(CCO)Cc2ccccc2)C(=O)N[C@@H](c2ccccc2)COC1=O,6,9,i,-6,-0.2,-11,1,-9,-7
Cc1ccc(C(=O)Nc2nc(-c3ccccc3)c(-c3ccccc3)o2)cc1,11,10,i,5,-0.3,0,-1,39,6
Cc1cc2nnc(SCC(=O)Nc3ccc(Cl)cc3)n2c(N)n1,12,-10,i,17,-1.4,-3,2,-3,3
CCCCCCCCC(NC(=O)c1ccc(C#N)cc1)C(=O)NCCC (stereo not drawn),-11,1,i,-26,0.0,-2,2,27,-11
Cc1cccc(-c2noc(CCC(=O)NCc3ccccc3)n2)c1,-7,-10,i,-9,-1.6,-3,4,-2,2
CCOC(=O)N/N=C/c1ccc(OCCSc2ccc(Cl)cc2)c(OC)c1,-7,-5,i,6,-0.1,-3,-6,13,-2
O=C(Nc1nnc(-c2ccco2)o1)C1CC1,-4,-12,i,17,0.5,-8,-5,-8,3
CN(CC(=O)Nc1ccccc1Br)CC(=O)NC(c1ccccc1)c1ccccc1,11,12,i,-12,-1.0,-5,3,12,-3
Cc1cccc(NC(=O)N2CCc3ccccc3C2)c1C,10,-2,i,13,-1.0,-2,-2,2,2
Cc1cc(OC(C)C(=O)NCCCn2ccnc2)c2c(C)c(C)c(=O)oc2c1 (stereo not drawn),2,-8,·,18,0.1,0,-4,-2,-1
CCn1cc(C(=O)OCC(=O)N(C)Cc2ccccc2)c(=O)c2ccc(C)nc21,-7,-10,i,-5,0.1,-3,-1,-3,0
CC1(C)C(=O)NCCN1C(=O)CSc1nccc(-c2ccc(Br)cc2)n1,-8,5,i,-1,-0.3,-2,2,-8,6
COCCNC(=S)N/N=C(\C)c1ccc(Cl)c(Cl)c1,0,5,i,6,0.8,-4,0,7,3

# Screening results (PubChem)
